LYP inhibition: inhibitors of LYP phosphatase, biochemical, fluorescence intensity, uHTS (AID 1779) | recombinant LYP phosphatase, fluorescence intensity; higher % means a stronger effect | one-dose inhibition, % at 11.5 µM; IC50 in µM for titrated hits | 290,000 tested, 0.054% active;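 also: plate controls were vehicle with enzyme for no effect and no enzyme for full effect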
Siah-1 displacement: Siah-1 peptide-binding antagonists, primary screen, biochemical, fluorescence polarization, rhodamine-plectin, uHTS (AID 1817). Siah-1 / rhodamine-plectin peptide fluorescence polarization; higher % means a stronger effect. one-dose displacement, % at 20 µM; IC50 in µM for titrated hits. 290,000 tested, 0.02% active;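 active = displacement of at least 50% at 20 µM, with a fluorescence ratio check between 0.3 and a set limit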;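 also: plate controls were Siah plus tracer with DMSO for no effect and tracer alone without Siah for full effect; strong numbers were not always called active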
Myeloid diff MLP: compounds promoting myeloid differentiation; ER-HoxA9 myeloid progenitors, lysozyme-GFP differentiation, flow cytometry; calls only at 10 µM; 360,000 tested, 1% active; AID 624256;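 active = normalized GFP-positive differentiation at or above the plate's own cutoff, the solvent-only control mean plus 3 SD; inconclusive = no clear call, values can overlap the other calls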;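 also: cells exposed to compound for four days before flow analysis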
HIV peptide binding: inhibitors of HIV fusion peptide binding, primary screen, biochemical, uHTS, fluorescence dequenching (AID 1986) | cell-free peptide binding, fluorescence dequenching, 30 min; higher % means a stronger effect | inhibition, % at 20 µM; hits with a dose series show IC50 in µM | 290,000 tested, 0.3% active; in the data active = inhibition mostly above about 52%, no sharp cut-off; inactive = mostly below about 76%; also: some results filed as inactive read as strong as hits
NOD2 inhibition: inhibition of NOD2-driven NF-kB reporter – cell-based, luminescence, uHTS, HEK293 (AID 1566) | 290,000 tested, 0.63% active | inhibition, % at 4 µM; hits with a dose series show EC50 in µM | HEK293 NOD2/NF-kB luciferase reporter, luminescence; higher % means a stronger effect; also: many of its hits are not listed in these tables
KOR beta-arrestin-1: kappa opioid receptor activators – cell-based, luminescence, uHTS, primary screen (AID 1777); KOR beta-arrestin recruitment, luminescence; higher % means a stronger effect; 280,000 tested, 0.02% active; activation, % at 10 µM, or EC50 in µM where a hit was titrated; in the data active = activation above about 50%, passing the limit was not always enough; also: a part of the inactive calls stands beside numbers as strong as those of hits
PhoP inhibition: PhoP-dependent GFP reporter repression – Salmonella Typhimurium, primary screen (AID 1863). one-dose inhibition, % at 50 µM; IC50 in µM for titrated hits. S. Typhimurium PhoP-regulated promoter GFP reporter, 4 h; higher % means a stronger effect. 300,000 tested, 0.16% active;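 active = inhibition over 29.93%, a cutoff 3 SD above the screen mean, later confirmed by dose response; inconclusive = inhibition over 29.93% but no dose response follow-up; inactive = inhibition at most 29.93% or unconfirmed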;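 also: 0% = low Mg2+ inducing control and 100% = high Mg2+ repressing control; strong numbers were not always called active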
KOR beta-arrestin-2: kappa opioid receptor blockers – cell-based, luminescence, uHTS (AID 1778); KOR beta-arrestin recruitment, luminescence, antagonist mode; higher % means a stronger effect; one-dose inhibition, % at 10 µM; IC50 in µM for titrated hits; 290,000 tested, 0.091% active; also: strong numbers were not always called active
NOD1 NF-kB reporter: inhibition of NOD1-driven NF-kB reporter – cell-based, luminescence, uHTS, primary screen (AID 1578) | NOD1-driven NF-kB luciferase reporter cells, luminescence; higher % means a stronger effect | inhibition, % at 4 µM, or EC50 in µM where a hit was titrated | 290,000 tested, 1% active; in the data active = inhibition mostly above about 36%, no sharp cut-off; inactive = mostly below about 34%;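 also: HEK-293T reporter cells stimulated with the NOD1 agonist gamma-tri-DAP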
Myeloid diff MLP GFP+ MAC1+ %: further read-out of Myeloid diff MLP, marked with its call; GFP+ MAC1+ double positive, %; measured here: differentiation confirmed by MAC1 staining
* hit, by the source's call; i = inactive; ? = inconclusive; . = no result given; [ ] = another dose, or the depositor's remark. Rule as the data show it, unless noted: active = inhibition above about 50%; inactive = the rest.

SMILES	LYP inhibition	Siah-1 displacement	Myeloid diff MLP	Myeloid diff MLP GFP+ MAC1+ %	HIV peptide binding	NOD2 inhibition	KOR beta-arrestin-1	PhoP inhibition	KOR beta-arrestin-2	NOD1 NF-kB reporter
CCOc1cccc(-c2cc(C(=O)N3N=C(C)CC3(O)C(F)F)c3ccccc3n2)c1 (stereo not given)	0%	15%	i	0.4	4.1%	7%	2.5%	5%	3%	-39%
O=C(c1n[nH]c2c1CCC2)N1CCCC(Nc2cccc(F)c2)C1 (stereo not given)	-8%	-1%	?	.	-0.8%	4%	0.7%	4%	-13%	-22%
C[N+]1(CC(=O)OCCCc2ccccc2)CCOCC1	-10%	1%	.	.	-5.0%	24%	3.1%	-4%	-6%	10%
O=C(CSc1ncccn1)n1c2c(c3ccccc31)CCCC2	-6%	0%	i	7.4	-0.8%	-2%	4.1%	10%	-51%	-5%
CCOC(=O)C1=C(COC(=O)/C=C/c2cccc(OC)c2OC)NC(=O)NC1C (stereo not given)	-1%	-4%	i	0.0	1.1%	12%	1.1%	2%	-28%	-14%
Cc1ccc(N(C(=O)Cn2nnc(-c3ccc(F)cc3)n2)C(C(=O)NC(C)(C)C)c2ccncc2)cc1 (stereo not given)	-3%	-8%	i	0.8	-0.6%	7%	.	1%	-11%[20 µM]	0%
CCN1CCc2nc(NC(=O)c3ccc4c(c3)OCCO4)sc2C1	-4%	0%	i	1.0	9.6%	-87%	4.6%	-10%	-14%	-22%
COc1ccc(CCNC(=O)C2CC(c3ccccc3C(F)(F)F)=NO2)cc1 (stereo not given)	-2%	17%	i	1.6	1.4%	20%	3.7%	-8%	15%	3%
CCOc1ccccc1C(C(=O)NC1CCCC1)N(Cc1ccco1)C(=O)CNC(=O)c1ccco1 (stereo not given)	-5%	-9%	i	1.7	-2.5%	1%	0.3%	0%	18%	13%
Cc1cc(C)c(C)c(S(=O)(=O)N2CCC(C(=O)Nc3ccc(S(=O)(=O)N4CCOCC4)cc3)CC2)c1C	6%	2%	i	4.0	-0.3%	15%	-3.5%	2%	-2%	-7%
CCOc1ccc(NC(=O)/C(C#N)=C/c2cn(CC(=O)O)c3ccccc23)cc1	-1%	-5%	i	0.0	3.1%	-2%	-6.5%	-1%	-14%	6%
Cc1c(NC(=O)CN2C(=O)NC3(CCCC3)C2=O)c(=O)n(-c2ccccc2)n1C	0%	2%	i	0.3	1.0%	7%	3.4%	-8%	-33%	-9%
O=C(NCCc1ccc(Cl)cc1)c1cccnc1	-6%	0%	i	1.1	3.0%	-20%	3.3%	2%	-14%	-38%
CC(=O)NC1=NN(C(C)=O)C2(S1)C(=O)N(CC(C)C)c1ccc(C)cc12 (stereo not given)	-7%	10%	i	0.9	0.5%	-2%	2.6%	-12%	-7%	-12%
CC(=O)OCC1=C(C(=O)O)N2C(=O)C(NC(=O)C(C)Cn3cc(Cl)cn3)C2SC1 (stereo not given)	-4%	8%	i	0.1	10%	4%	1.5%	2%	6%	-16%
Cc1ccc(CNc2oc(C)nc2C#N)cc1	-3%	1%	i	0.6	2.9%	12%	-0.6%	-6%	12%	-10%
CC(C)Cn1c(=O)c2c(c3ccccc31)OC(C)C(=O)N2 (stereo not given)	-8%	0%	i	0.3	2.1%	5%	-4.1%	-4%	21%	-8%
CCS(=O)(=O)N1CCN(Cc2nc3ccccc3c(=O)[nH]2)CC1	-3%	2%	i	0.4	-3.3%	-2%	-1.7%	-10%	-2%	-7%
O=C(O)c1ccccc1-c1nc2ccccc2c(=O)n1O	-1%	8%	i	1.1	3.1%	10%	-1.0%	5%	-27%	-35%
NC(=O)c1ccsc1NC(=O)CSc1nnc(C2CC2)n1Cc1ccccc1	0%	-1%	i	1.2	-0.6%	17%	-1.9%	11%	18%	-2%
COc1ccc(/C=N/NC(=O)c2ccccc2)cc1OS(=O)(=O)c1ccccc1	-5%	-1%	i	0.1	-1.1%	6%	6.0%	-12%	-7%	-9%
Cc1cc(-c2nnc(SCC(=O)Nc3ccc(S(N)(=O)=O)cc3)n2N)n[nH]1	-7%	-5%	?	.	0.1%	21%	4.9%	2%	-8%	4%
CSc1ncccc1C(=O)OCC(=O)N(C)C1CCS(=O)(=O)C1 (stereo not given)	-5%	8%	i	1.0	-2.0%	-2%	-5.2%	2%	27%	-21%
Cn1c(=O)c2c(SCc3c(F)cccc3Cl)nc(CC(C)(C)C)nc2n(C)c1=O	6%	0%	i	1.2	-0.8%	8%	-1.3%	-1%	-14%	21%
CCn1c(=O)c(C(=O)CN(C)Cc2ccc(F)cc2)c(N)n(Cc2ccccc2)c1=O	1%	2%	i	0.3	0.4%	11%	0.6%	2%	-10%	-25%
CC(/C=C\c1ccccc1)=C/C(=O)O	-6%	0%	i	0.3	0.1%	12%	4.7%	-4%	2%	0%
c1ccc(-c2ccccc2-c2nc(-c3ccncc3)no2)cc1	-10%	-2%	i	0.5	-1.3%	8%	-1.8%	12%	-2%	6%
Cc1ccc(C(=O)N2CCCC2)cc1S(=O)(=O)N1CCCCC1	-7%	2%	i	0.8	-1.7%	6%	3.9%	2%	8%	-13%
CCn1c(SC(C)C(=O)O)nc2sc3c(c2c1=O)CCC3 (stereo not given)	8%	18%	i	0.5	9.4%	14%	-0.7%	-2%	-32%	-5%
CC1CC(C)CN(c2ccc(C(=O)NCc3ccc4c(c3)OCO4)cc2[N+](=O)[O-])C1 (stereo not given)	17%	-3%	i	0.3	0.1%	-22%	4.3%	-12%	8%	-40%

Complete entries as entered above. Order of values: LYP inhibition	Siah-1 displacement	Myeloid diff MLP	Myeloid diff MLP GFP+ MAC1+ %	HIV peptide binding	NOD2 inhibition	KOR beta-arrestin-1	PhoP inhibition	KOR beta-arrestin-2	NOD1 NF-kB reporter
Listed for COc1ccc(CCNC(=O)C2CC(c3ccccc3C(F)(F)F)=NO2)cc1 (stereo not given) = -2%	17%	i	1.6	1.4%	20%	3.7%	-8%	15%	3%
Listed for CC(C)Cn1c(=O)c2c(c3ccccc31)OC(C)C(=O)N2 (stereo not given) = -8%	0%	i	0.3	2.1%	5%	-4.1%	-4%	21%	-8%

(more compounds)
SMILES	LYP inhibition	Siah-1 displacement	Myeloid diff MLP	Myeloid diff MLP GFP+ MAC1+ %	HIV peptide binding	NOD2 inhibition	KOR beta-arrestin-1	PhoP inhibition	KOR beta-arrestin-2	NOD1 NF-kB reporter
N#CC1=C(N)N(c2ccccc2)C(c2ccco2)C1(C#N)C#N (stereo not given)	-5%	-1%	i	1.6	-1.2%	16%	0.0%	11%	14%	7%
O=C(CSc1ccc([N+](=O)[O-])cc1)Nc1cccc(S(=O)(=O)Nc2ccccc2F)c1	3%	7%	i	0.3	0.5%	-34%	-2.5%	6%	-42%[20 µM]	2%
CC(Oc1ccc(Cl)cc1Cl)C(=O)Nc1ccc(OCC(=O)O)cc1 (stereo not given)	-1%	6%	i	0.6	0.5%	8%	-5.7%	-9%	-4%	-26%
CCc1ccc(OCC(=O)O/N=C(\N)c2ccccn2)cc1	-6%	10%	i	1.0	-1.5%	-118%	1.2%	-1%	8%	-17%
Oc1[nH]c2ccccc2c1/C=N/c1nccs1	-1%	-1%	i	2.8	1.9%	-2%	4.4%	-3%	14%	-10%
Cc1nnc(NC(=O)c2ccc(S(=O)(=O)N3CC(C)OC(C)C3)cc2)o1 (stereo not given)	-7%	-4%	i	1.0	-1.7%	15%	7.4%	3%	12%	-19%
Oc1ccc(/C=N/N2CCCCC2)c(O)c1O	-1%	6%	i	1.1	28%	4%	0.0%	-4%	-1%	-14%
O=C(O)c1nccnc1C(=O)Nc1ccccc1N1CCOCC1	-4%	1%	i	0.3	-1.1%	13%	-3.1%	5%	29%	4%
COc1ccc2nc(C)cc(SCC(=O)NNC(=O)COc3ccccc3)c2c1	1%	2%	i	0.7	-2.7%	-28%	3.1%	7%	-28%	10%
Cn1c(CCN2CCOCC2)nc2cc(NC(=O)COc3ccc(Cl)cc3)ccc21	-3%	3%	i	0.3	-2.2%	11%	.	4%	-15%	-4%
COc1ccc(/C=C(\NC(=O)c2ccc([N+](=O)[O-])cc2)C(=O)NCCCn2ccnc2)cc1	-6%	5%	i	5.3	1.0%	7%	-4.3%	3%	-26%	-13%
COc1ccc(NS(=O)(=O)c2cccs2)cc1S(=O)(=O)N1CCOCC1	-8%	1%	i	1.7	0.1%	-4%	-0.7%	-5%	-18%	-9%
COc1ccc(-c2noc(N3CCC(C(=O)NCc4ccc(Cl)cc4)CC3)n2)cc1	-6%	-1%	i	2.6	2.4%	16%	2.4%	.	-77%[20 µM]	12%
CCCCN(C)C(=O)c1cc2cc3ccc(OC)cc3nc2s1	0%	2%	i	0.2	2.4%	-270%	5.4%	-3%	-22%	-46%
COc1ccc(N(C(=O)/C=C/C(=O)Nc2cc(C)on2)C(C(=O)NC2CCCC2)c2ccccc2C)cc1 (stereo not given)	-6%	0%	i	0.4	-2.1%	3%	1.4%	11%	12%	57%
Cc1ccc(C(=O)NCC(=O)O)o1	1%	4%	i	0.9	-0.3%	14%	-0.3%	1%	-25%	-40%
CC(=O)Nc1ccc(N2CCCC2)cc1	-2%	-4%	i	2.0	6.1%	2%	4.3%	-5%	9%	9%
CCOc1ccc(NC(=O)Cn2c(=O)n(CC3CCCO3)c(=O)c3ccccc32)cc1 (stereo not given)	-3%	-4%	i	0.8	-0.8%	-12%	-5.1%	-11%	24%	-13%
COc1cc(-c2nnc(SCc3cc(=O)oc4cc(C)ccc34)o2)cc(OC)c1OC	6%	0%	i	0.5	1.2%	4%	-5.6%	1%	-11%	-24%
Cn1c(Cc2ccccc2)nnc1SCC(=O)Nc1ccccc1N1CCOCC1	-1%	-2%	i	3.2	-1.9%	12%	-4.1%	0%	18%	-16%

Look-ups from the list:
Result of CCOc1ccc(NC(=O)Cn2c(=O)n(CC3CCCO3)c(=O)c3ccccc32)cc1 (stereo not given) under KOR beta-arrestin-1: -5.1%
Result of COc1ccc(N(C(=O)/C=C/C(=O)Nc2cc(C)on2)C(C(=O)NC2CCCC2)c2ccccc2C)cc1 (stereo not given) under NOD2 inhibition: 3%
Result of O=C(CSc1ccc([N+](=O)[O-])cc1)Nc1cccc(S(=O)(=O)Nc2ccccc2F)c1 under PhoP inhibition: 6%
Result of CSc1ncccc1C(=O)OCC(=O)N(C)C1CCS(=O)(=O)C1 (stereo not given) under NOD1 NF-kB reporter: -21%
Result of CCS(=O)(=O)N1CCN(Cc2nc3ccccc3c(=O)[nH]2)CC1 under PhoP inhibition: -10%

Not all compounds are listed, so the mix of outcomes need not match the whole.
